Assay outcomes as filed in PubChem.
ARFGAP1 inh: inhibits rat ARF GTPase activating protein 1. inhibition, % at 16.5 µM. 360,000 compounds, 0.26% hits. Arfgap1-stimulated ARF1 GTP hydrolysis, GDP FP detection. Q62848;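 active means inhibition above a per-plate limit, mean inhibition of low control wells plus 3 SD, cut at about 25% in these data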;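 further: 0% = DMSO wells with enzyme and 100% = wells lacking Arfgap1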
Target sequence (Q62848 1-136 limits assumed): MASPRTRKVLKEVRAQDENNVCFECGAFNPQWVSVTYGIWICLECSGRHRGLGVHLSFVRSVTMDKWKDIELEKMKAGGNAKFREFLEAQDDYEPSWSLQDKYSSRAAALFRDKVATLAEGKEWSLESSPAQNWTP
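Assay system: Rat Arfgap1 GAP domain (His6, aa 1-136), purified enzyme | Buffer or medium: HEPES 25 mM pH 7.5, NaCl 150 mM, MgCl2, DTT | Schedule: GTP hydrolysis reaction 2 h at 25 °C | Signal: FP of antibody-bound GDP Alexa 633 tracer, ex 620/em 688 nm | Measure: Percent inhibition of Arfgap1-stimulated GTP hydrolysis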
rCAG RNA binder: binds r(CAG) RNA repeats; r(CAG) RNA repeat, TO-PRO-1 dye displacement fluorescence; inhibition, % at 3 µM; 370,000 compounds, 1.3% hits; AID 651821;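 active means inhibition above the plate cutoff, the mean of all test compounds on that plate plus 3 SD, cut at about 35% in these data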;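 further: 0% = DMSO alone and 100% = 100 µM mitoxantrone as full dye displacement; higher means more dye released from RNA so lower well fluorescence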
ASAP1 inh: inhibitors of human ASAP1 ArfGAP activity. ASAP1-stimulated ARF1 GTP hydrolysis, GDP FP detection. 360,000 compounds, 0.19% hits. inhibition, % at 16.5 µM; in the data active means inhibition above about 25%;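 further: 0% = vehicle with enzyme and substrate and 100% = no enzyme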
Target sequence (Q9ULH1 325-724 limits assumed): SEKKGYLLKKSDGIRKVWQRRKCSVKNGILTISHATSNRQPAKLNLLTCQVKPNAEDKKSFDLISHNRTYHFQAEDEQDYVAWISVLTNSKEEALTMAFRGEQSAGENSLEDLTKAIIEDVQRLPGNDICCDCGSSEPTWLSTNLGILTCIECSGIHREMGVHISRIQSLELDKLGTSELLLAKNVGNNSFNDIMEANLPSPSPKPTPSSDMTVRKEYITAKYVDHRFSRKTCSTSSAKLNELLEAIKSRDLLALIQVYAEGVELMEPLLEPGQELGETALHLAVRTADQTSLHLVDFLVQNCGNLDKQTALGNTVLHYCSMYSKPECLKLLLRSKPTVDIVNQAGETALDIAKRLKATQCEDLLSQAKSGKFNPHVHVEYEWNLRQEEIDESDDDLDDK
ADAM10 inh: ADAM10 inhibition, QFRET primary screen; O14672; recombinant ADAM10, EDANS/DABCYL FRET peptide cleavage, 3 h; inhibition, % at 7 µM; 370,000 compounds, 0.62% hits; AID 720582;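 active means inhibition above a per-campaign cutoff equal to the mean of compounds falling between control-based bounds plus 3 SD, cut at about 20% in these data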;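 further: 0% = DMSO wells while the 100% control is not disclosed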
FXN GAA850 act: increases GAA850 frataxin promoter reporter activity | HEK293 lucGAA850 FXN promoter luciferase reporter, 24 h; percent of 10 µM SAHA response | activation, % at 6 µM | AID 540364 | 360,000 compounds, 0.56% hits;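 active means activation above the average of all compounds screened plus 3 SD, cutoff fixed separately per campaign, cut at about 7.5% in these data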;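 further: 0% = DMSO wells and 100% = 10 µM SAHA wells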
proKLK7 act: activators of human kallikrein-7 zymogen | P49862 | purified proKLK7, EDANS-DABCYL substrate fluorescence; 100% is mature enzyme control, 0% vehicle | activation, % at 7 µM | 370,000 compounds, 0.9% hits;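 active means activation above the mean of all tested compounds plus 3 SD, computed per campaign excluding outliers beyond control limits, cut at about 13% in these data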
Target sequence (P49862 whole entry, looked up): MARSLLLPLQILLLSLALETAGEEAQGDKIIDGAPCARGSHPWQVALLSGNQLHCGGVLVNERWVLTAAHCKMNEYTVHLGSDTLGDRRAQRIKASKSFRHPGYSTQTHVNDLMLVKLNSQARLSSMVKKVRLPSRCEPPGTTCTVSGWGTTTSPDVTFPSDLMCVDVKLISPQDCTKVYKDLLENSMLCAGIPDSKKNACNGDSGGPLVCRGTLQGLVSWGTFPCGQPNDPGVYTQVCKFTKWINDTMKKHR
NPR1 activator: GC-A (human) enzyme activation; HEK293 GC-A cells, cGMP TR-FRET, EC30 ANP; 0% at EC30 ANP, 100% saturating ANP; activation, % at 10 µM; 370,000 compounds, 0.14% hits; AID 1671463; in the data active means activation above about 40%
GC-B act: GC-B (human) receptor activation; HEK293-GC-B cells, CNP EC30, cGMP TR-FRET; 0% at EC30 CNP, 100% saturating CNP; activation, % at 10 µM; 370,000 compounds, 0.11% hits;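 active means activation at 10 µM reaching about 35% in either raw or pattern-adjusted values, limit read from the data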
Tn6 DDE FP: inhibitors of Tn6 peptide binding to human fibrin DD(E). inhibition, % at 8.3 µM. 370,000 compounds, 0.21% hits. P02675. Fibrin DD(E) TRITC-Tn6 fluorescence polarization displacement;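 active means inhibition above a per-campaign cutoff: mean of compounds within control limits plus 3 SD, cut at about 15% in these data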;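 further: 0% = median of all compound wells on the plate and 100% = blocking peptide control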
HGIII-sPLA2 inh: Blocks human group III sPLA2 activity | 370,000 compounds, 0.56% hits | inhibition, % at 12.2 µM | Q9NZ20 | QFRET BODIPY PC-A2 liposome hydrolysis, fluorescence;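 active means inhibition above mean plus 3 SD of compounds lying within the high and low control bounds, cut at about 19% in these data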;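 further: 0% = median of test compound wells and 100% = no enzyme DMSO wells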
* = called active by the depositor; nt = no result given.

SMILES	ARFGAP1 inh	rCAG RNA binder	ASAP1 inh	ADAM10 inh	FXN GAA850 act	proKLK7 act	NPR1 activator	GC-B act	Tn6 DDE FP	HGIII-sPLA2 inh
O=C(O)c1nn(-c2ccc(Cl)cc2)ccc1=O	10	3	7	2	0.9	0.2	-3	2	3	5
CCOC(=O)c1cnc2c(N=Nc3cccc(Cl)c3)c(N)nn2c1N	0	3	-3	4	nt	0.4	8	8	-2	9
CCc1nnc(NS(=O)(=O)c2ccc(NC(=S)NC(=O)c3ccc(F)cc3)cc2)s1	-6	64*	-4	-2	1.8	-1.0	0	0	-3	-26
COc1ccc(CN2C(=O)c3cccc4cccc(c34)C2=O)cc1	14	10	7	-3	1.1	-1.1	8	20	-6	6
c1ccc(SCCN2CCN(c3ccccc3)CC2)cc1	-8	-6	-9	18	2.7	0.2	1	0	0	1
CCc1c(C2(O)CCCCC2)[nH]c2ncccc12	-10	-5	-3	-11	-0.1	0.9	0	-4	-4	-2
COC(=O)c1cccc(CC2(C)C(=O)Nc3cc(-c4ccccc4Cl)ccc32)c1 (configuration not stated)	6	5	1	13	17*	-0.1	35	-3	6	3
CC(C)[C@H](NC(=O)C1CCN(S(=O)(=O)c2ccc(F)cc2)CC1)C(=O)N1CCCC1	0	-5	1	-1	0.5	0.7	4	1	7	6
C=CCN1C(=O)[C@H](CC(=O)NCc2ccc(OC)c(OC)c2)[C@@]2(C(=O)OCC)CCCC=C12	nt	0	nt	-4	nt	-0.3	-2	4	3	0
CSC[C@H]1CN(c2ccccc2)C(=O)[C@@H]1CC(=O)Nc1ccccc1	2	3	-8	3	-1.0	0.5	-1	-4	4	-7
CC[C@H](C)[C@H](NC(N)=O)C(=O)NCCc1ccc(Cl)cc1	13	-5	-10	-5	0.3	0.1	2	1	1	-1
Cc1ccc(OCC(=O)N(C)CC(=O)Nc2ccc(N3CCOCC3)cc2)cc1	-1	-4	2	-15	-0.4	-0.7	1	-1	4	11
Cc1ccccc1NC(=O)C1CCC(=O)N1 (configuration not stated)	7	1	3	14	-0.7	-0.8	2	1	0	0
Cc1[nH][nH]c(=O)c1N=Nc1ccccc1	-15	-1	-3	8	1.1	0.6	-4	-2	2	1
CCN(CC)S(=O)(=O)c1ccc(Cl)c(C(=O)Nc2ccc(Cl)cc2[N+](=O)[O-])c1	-1	2	5	6	-5.5	-0.8	-2	2	0	-9
COc1ccccc1-c1ccc2c(c1)C(C)(Cc1cccc(F)c1)C(=O)N2 (configuration not stated)	-4	2	2	10	11*	0.2	-4	-4	1	-9
Cc1cc(NC(=O)Cn2nc(C(=O)O)c3ccccc3c2=O)c([N+](=O)[O-])cc1C	-7	2	0	-2	-0.8	-0.2	1	2	2	8
CC1CCN(S(=O)(=O)c2ccc3c(c2)N(CC(=O)NCCCOC(C)C)C(=O)CS3)CC1	-12	-7	1	-1	0.1	-0.5	-1	0	7	5
CC(=O)N(c1ccccc1)c1nc(/C=C/C(=O)Nc2c(C)cc(C)cc2C)cs1	1	1	12	-2	0.9	0.3	40*	43*	0	0
Cc1cc(C(=O)COc2ccccc2[N+](=O)[O-])c(C)n1C1CC1	-2	-4	12	-2	1.8	-0.1	3	-8	-3	9
CN(C)C(=O)C1CCC(=O)N1Cc1cccs1 (configuration not stated)	-1	-2	-17	-4	-0.4	-0.5	3	3	5	4
CC(=O)c1cccc(-c2cnc3c(NC=O)cc(-c4ccc(N5CCN(C)CC5)cc4)cn23)c1	23	8	40*	-5	6.9	0.3	-1	8	-5	-4
COCCNC(=O)c1cc(-c2ccccc2)n(Cc2cc(C)no2)n1	10	-7	2	5	1.1	0.7	0	-1	3	3
Cc1ccccc1OCCC(=O)OCC(=O)NC(=O)c1ccccc1	-9	-7	-5	5	2.1	0.1	0	-2	-5	3
O=C(Nc1cc(Cl)ccc1-n1cncn1)c1cn2ccccc2n1	6	-1	2	-10	1.2	-0.1	6	0	-1	13
CSc1ccc(/C=C/C(=O)Nc2ccccc2)cc1	-4	1	-5	-20	-0.3	-1.6	0	-2	3	6
Cc1ccc(-c2nnn(CC(=O)N(CCCO)C(C(=O)NC3CCCC3)c3ccc(F)cc3)n2)o1 (configuration not stated)	6	-2	0	-2	-1.5	0.1	2	0	-1	3
COCC(=O)Nc1cc(C)cn(Cc2cccc(C(F)(F)F)c2)c1=O	-13	-7	-5	-10	1.4	-1.2	0	-2	1	12
CCC(CC)CC1CN2CCc3cc(OC)c(OC)cc3C2CC1(O)CC (configuration not stated)	-8	-2	6	-339	-1.5	30*	2	4	-1	0
Cc1ccc(S(=O)(=O)N(C)c2ccc(OC(=O)c3ccc(=O)[nH]c3)cc2)cc1	-11	0	2	-3	2.0	-0.3	-4	1	1	-16
O=C(NC1CCCCC1)C(c1ccc2ncccc2c1)N(Cc1ccccc1)C(=O)c1cccs1 (configuration not stated)	-1	0	2	2	-2.9	0.4	-11	0	0	-8
COc1cc(OCC(=O)NC(C)C)cc2c1C(=O)O[C@@H](C)CCCC(=O)CCCCC2	-8	-10	3	5	4.1	-0.6	-2	1	-6	10
Cc1ccc(N2C(=O)C3C(C2=O)C2C=CC3C23CC3)cc1 (configuration not stated)	1	0	4	-10	-1.5	-0.6	2	4	1	2
Cn1c(SCC(=O)Nc2ccc3c(c2)OCCO3)nnc1-c1ccncc1	-4	-2	-2	2	-1.6	-0.7	0	0	-1	3
COC(=O)c1c(NC(=O)CSc2ncnc3[nH]ncc23)sc2c1CCC2	7	4	0	-7	1.4	0.4	-34	-10	-2	-4
C=CCCC(=O)Nc1nc(C)c(-c2csc(Nc3ccc(Cl)cc3)n2)s1	10	32	0	0	-0.5	-1.7	-15	-8	-9	8
CC(O)c1ccc(OCCN(C)c2ccccn2)cc1 (configuration not stated)	12	-7	0	-22	5.2	0.2	2	4	7	4
N#CCCn1cc(/C=N/NC(N)=S)c(-c2ccc(-c3ccccc3)cc2)n1	27*	8	-3	6	1.4	-0.5	-1	0	-1	-12
Cc1c(C(=O)NCCN2C(=O)S/C(=C\c3cccs3)C2=O)cccc1[N+](=O)[O-]	2	-1	8	-1	-1.3	0.0	1	0	-6	3
Cc1ccsc1C(=O)Nc1ccc(F)c([N+](=O)[O-])c1	9	0	11	3	1.4	-0.4	0	3	1	1
CC(Oc1ccc(C#N)cc1)C(=O)Nc1ccc(-n2cnnn2)cc1 (configuration not stated)	2	5	9	3	1.2	-0.3	-2	5	-6	-1
COc1ccc(C(=O)CCN2CCN(c3ccc(OC)cc3)CC2)cc1	4	-9	3	-4	-0.2	-0.6	9	-5	0	15
O=C(Nc1ccc2c(c1)OCCO2)c1ccc(Cl)cc1	-2	2	11	3	2.6	-0.1	9	5	-5	8
O=C(COC(=O)CCc1c[nH]c2ccccc12)NC1CCS(=O)(=O)C1 (configuration not stated)	3	2	9	0	-1.7	-0.3	-4	1	-5	-5
CC(=O)N1c2ccc(S(=O)(=O)NCCC(=O)Nc3cccc(Cl)c3)cc2CC1C (configuration not stated)	11	7	6	-11	1.6	-0.8	-5	-1	1	-3
O=C(OCCN=C1NS(=O)(=O)c2ccccc21)c1ccccc1	3	0	9	-5	-0.1	-0.1	0	-2	0	2
COCc1cc(=O)[nH]c(-c2ccccc2OC(F)(F)F)n1	3	-2	12	-5	0.1	-0.7	2	4	0	10
N#CC1=C2SCN(c3ccccc3)CN2C(=O)CC1c1ccccc1Cl (configuration not stated)	-7	19	9	-6	2.0	0.0	0	4	8	-4
Cc1cccc(N2C(=O)C3CCCN3C2=S)c1 (configuration not stated)	-3	2	10	-3	2.0	0.4	2	2	-6	-48
O=[N+]([O-])c1ccc(NN=C(C2CC2)C2CC2)c([N+](=O)[O-])c1	18	5	-5	3	0.7	-0.5	-6	-1	0	0
CC(C)C(=O)OCC(=O)NCc1ccccc1Cl	11	0	-1	3	-1.8	-0.5	1	2	-2	-2
O=[N+]([O-])c1ccc(N/N=C/c2cccc(O)c2O)cc1	4	20	-2	4	15*	0.1	5	-2	-18	19
O=C(Nc1cc2c(oc1=O)CCCC2=O)c1ccc(Cl)cc1	-3	12	-2	-2	0.4	0.2	2	-3	0	-2
Cn1c(=O)c(C(N)=S)cn(-c2ccccc2)c1=O	-10	1	-13	2	1.3	-0.3	5	1	-2	15
CCC(C)(C)NC(=O)Cn1c(=O)oc2cc(S(=O)(=O)N3CC(C)CC(C)C3)ccc21 (configuration not stated)	10	-5	4	-2	-1.2	-0.4	8	4	6	5
CN(C)CC(=O)Nc1ccc(Oc2ccc(Cl)cc2)cc1	5	-6	-9	-2	2.5	0.5	11	-2	-13	-14
Cc1nc(C/C(=N\N)c2ccc(O)cc2O)cs1	1	6	2	1	-0.4	-0.6	-3	-3	-2	-12
COc1cc(S(=O)(=O)Nc2ccc3c(c2)C(=O)N(C)C3=O)ccc1NC(C)=O	-2	1	2	-2	0.8	0.3	3	3	-4	-3
Cc1noc(/C=C/N(C)C)c1S(=O)(=O)N1CCC(C(=O)Nc2ccc(Cl)cc2)CC1	-3	32	-5	3	0.0	-0.5	-5	-2	-15	6
COc1ccc(CCNC(=O)CCS(=O)(=O)Cc2ccccc2C)cc1OC	1	-2	2	1	-1.0	0.7	0	2	-1	8
Remaining list, next part:
SMILES	ARFGAP1 inh	rCAG RNA binder	ASAP1 inh	ADAM10 inh	FXN GAA850 act	proKLK7 act	NPR1 activator	GC-B act	Tn6 DDE FP	HGIII-sPLA2 inh
Cc1cc(C)c(-c2cc(C)nc3ncnn23)c(C)c1	2	-3	6	-8	1.2	0.0	-5	3	-4	6
CCOc1ccc(NC(=O)C2CC(=O)N(CC)C(=Nc3ccc4c(c3)OCO4)S2)cc1 (configuration not stated)	12	2	-15	-1	-3.6	0.3	6	0	6	-6
CC1C(=O)N2CCCc3cc(S(=O)(=O)NCc4ccc(Cl)cc4)cc1c32 (configuration not stated)	21	3	2	-7	-0.6	0.0	0	2	-2	-32
CC(=O)NC(CCS(C)(=O)=O)C(=O)Nc1cc(C)on1 (configuration not stated)	6	3	1	6	-0.5	0.0	3	-3	-2	1
Cc1ccccc1-c1cc(C(=O)NCc2ccco2)nn1CC1CC(c2cccc([N+](=O)[O-])c2)=NO1 (configuration not stated)	-7	6	9	6	-0.6	0.7	0	-2	-3	-11
COc1cccc(/C=C2/Sc3ccc(C(=O)NC4CC4)cc3NC2=O)c1	5	0	-13	-6	nt	-0.5	10	10	4	-7
COC(=O)C1=C(C)N(Cc2ccccc2)C(=NCC2CC2)N[C@H]1c1ccccc1	12	7	-9	-27	-5.1	-1.0	-16	-13	-1	11
CCCC[C@@H]1C(=O)N2N=Cc3cscc3[C@H]2N2N=Cc3cscc3[C@@H]12	nt	4	nt	0	nt	-0.3	-11	-15	-2	0

Three structures out of the list, arranged by SMILES length, largest number first:
SMILES	ARFGAP1 inh	rCAG RNA binder	ASAP1 inh	ADAM10 inh	FXN GAA850 act	proKLK7 act	NPR1 activator	GC-B act	Tn6 DDE FP	HGIII-sPLA2 inh
CCOc1ccc(NC(=O)C2CC(=O)N(CC)C(=Nc3ccc4c(c3)OCO4)S2)cc1 (configuration not stated)	12	2	-15	-1	-3.6	0.3	6	0	6	-6
COC(=O)C1=C(C)N(Cc2ccccc2)C(=NCC2CC2)N[C@H]1c1ccccc1	12	7	-9	-27	-5.1	-1.0	-16	-13	-1	11
CC(=O)NC(CCS(C)(=O)=O)C(=O)Nc1cc(C)on1 (configuration not stated)	6	3	1	6	-0.5	0.0	3	-3	-2	1
